# Screening results deposited in PubChem by several laboratories.
# Rin1 Abl inh – inhibitors of Rin1-Abl protein binding, primary screen, biochemical, TR-FRET; inhibition, % at 7.35 µM; 360,000 tested, 0.4% active; in the data active = inhibition above about 5%, passing the limit was not always enough
# eLon inh – inhibitors of E. coli Lon protease, primary screen, biochemical, fluorescence polarization; purified E. coli Lon protease; inhibition, % at 7.94 µM; 360,000 tested, 0.42% active; AID 602123, 2011; in the data active = inhibition above about 13%, passing the limit was not always enough;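 note: 0% = enzyme with probe and DMSO and 100% = no enzyme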
# Target sequence (P0A9M0 whole entry, looked up): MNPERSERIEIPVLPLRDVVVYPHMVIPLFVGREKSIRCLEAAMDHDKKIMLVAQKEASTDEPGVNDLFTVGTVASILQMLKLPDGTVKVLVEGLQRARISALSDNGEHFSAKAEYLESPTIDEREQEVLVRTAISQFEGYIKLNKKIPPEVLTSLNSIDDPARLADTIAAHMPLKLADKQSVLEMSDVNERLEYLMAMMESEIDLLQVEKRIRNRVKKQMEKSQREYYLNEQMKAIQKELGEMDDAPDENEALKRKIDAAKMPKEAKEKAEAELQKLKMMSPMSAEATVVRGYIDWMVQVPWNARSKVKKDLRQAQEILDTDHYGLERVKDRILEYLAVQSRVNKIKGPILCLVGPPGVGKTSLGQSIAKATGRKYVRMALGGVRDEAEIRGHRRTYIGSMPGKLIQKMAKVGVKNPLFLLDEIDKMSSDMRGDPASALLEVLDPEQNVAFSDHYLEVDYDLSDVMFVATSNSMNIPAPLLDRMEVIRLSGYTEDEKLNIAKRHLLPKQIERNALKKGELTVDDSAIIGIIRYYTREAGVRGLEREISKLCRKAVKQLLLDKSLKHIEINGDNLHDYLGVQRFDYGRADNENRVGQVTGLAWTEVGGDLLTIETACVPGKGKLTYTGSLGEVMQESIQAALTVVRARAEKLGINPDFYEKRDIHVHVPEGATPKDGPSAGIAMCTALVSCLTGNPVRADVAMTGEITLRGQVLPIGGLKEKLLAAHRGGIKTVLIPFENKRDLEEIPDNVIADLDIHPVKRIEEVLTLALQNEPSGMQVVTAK
# FAS TE block – FAS thioesterase domain inhibitors, primary screen, biochemical, fluorescence intensity, uHTS; recombinant FAS-TE, OMFH fluorogenic substrate, fluorescence endpoint; Fatty acid synthase (Homo sapiens), P49327; 360,000 tested, 0.67% active; AID 602261, 2012; inhibition, % at 15 µM;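 active = compounds whose normalised, plate-corrected inhibition of enzyme fluorescence in the single-dose primary screen is 50% or more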;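 note: 0% = DMSO with enzyme and 100% = substrate without enzyme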
# MT1-MMP act inh – blockers of MT1-MMP proenzyme processing, primary screen, HT1080 RFP-PRO-GFP cells, GFP/RFP fluorescence; GFP/RFP ratio fluorescence, overnight; percent of plate control window, DMSO zero; GFP/RFP ratio change, % at 20 µM; 360,000 tested, 0.061% active;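 active = GFP/RFP ratio change of at least 30% with cell ATP level not reduced by more than half and red fluorescence within 50% of control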; note: strong numbers were not always called active
#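 Test system: HT1080 RFP-PRO-GFP cells; Benchmarks: DMSO and RFP-L50D-GFP cell wells; Timing: cells overnight before dosing, compound overnight, 37 °C, 5% CO2; Compound: one 20 µM compound dose with 1% DMSO; Read-out: GFP/RFP fluorescence ratio.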
# SKN-1 inh – suppressors of acrylamide-induced Pgst-4::GFP reporter in worms, primary screen, SKN-1 inhibitor project, whole organism, uHTS, GFP/RFP fluorescence ratio, strain VP596; AID 624304, 2012; C. elegans VP596 Pgst-4::GFP/RFP ratio, 24 h; 360,000 tested, 0.49% active; inhibition, % at 21.8 µM;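 active = interference check ratio from 0.5 to 1.5 plus GFP to RFP signal ratio inhibition reaching or exceeding a fixed threshold, cut at about 30% in these data, passing the limit was not always enough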; note: some compounds called inactive have numbers as strong as hits
# bovine MsrA act – bovine MsrA enzyme activators, primary screen, biochemical, absorbance, HTS. Methionine sulfoxide reductase A (Bos taurus). purified bovine MsrA, absorbance read-out. activation, % at 10.6 µM. 360,000 tested, 0.3% active; in the data active = activation above about 7.5%;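 note: 0% = vehicle and 100% = reference activator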
# NRP1-CendR mod – modulators of CendR peptide binding to NRP-1, primary screen, biochemical, fluorescence polarization, uHTS; Neuropilin-1 (Homo sapiens), O14786; FAM-RPARPAR peptide binding to NRP-1; inhibition, % at 25 µM; 360,000 tested, 0.85% active; AID 602438, 2012;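 active = inhibition or corrected inhibition above about 18%, plus a signal ratio from 0.5 to 1.5, limit read from the data, passing the limit was not always enough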; note: strong numbers were not always called active
# PABP1 MLLE inh – inhibitors of PABP1 MLLE–PAM2 peptide binding, primary screen, biochemical, fluorescence polarization, FITC-PAM2, GST-MLLE; AID 588489, 2011; 360,000 tested, 0.36% active; inhibition, % at 20 µM; in the data active = inhibition above about 35%, passing the limit was not always enough;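 note: plate controls were DMSO wells with GST-MLLE for no effect and wells lacking GST-MLLE protein for full effect; some results filed as inactive read as strong as hits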
# Neddylation inh – inhibitors of cullin neddylation, primary screen, biochemical, TR-FRET, uHTS, NAE and Ubc12; NEDD8-conjugating enzyme Ubc12 (Homo sapiens) + NEDD8-activating enzyme E1 regulatory …; calls only at 25 µM; 360,000 tested, 0.58% active; in the data active = inhibition above about 36%
# Active calls of the source: *; i = inactive; nt = no result given; & = joins results of further samples.
SMILES | Rin1 Abl inh | eLon inh | FAS TE block | MT1-MMP act inh | SKN-1 inh | bovine MsrA act | NRP1-CendR mod | PABP1 MLLE inh | Neddylation inh
C=C1CSc2nc3ccccc3c(=O)n21 | 1 | -11 | 1 | 5 | -18 | -6 | -4 | 30 | i
Cc1ccc(S(=O)(=O)N(C)C[C@@H]2OCCCC[C@H](C)Oc3ccc(NC(=O)Nc4ccc(F)cc4)cc3C(=O)N([C@H](C)CO)C[C@H]2C)cc1 | -1 | 1 | 62* | 3 | 14 | 0 | -2 | -1 | i
Nc1c2c(nn1-c1ccc(C(=O)O)cc1)CNC2 | 1 | -4 | -6 | 1 | 7 | -1 | -6 | 0 | i
Cc1ccc(-n2cc[nH]c2=S)c(C)c1 | -5 | -2 | -3 | 2 | -1 | -2 | 10 | -70 | i
O=C(NCCCl)C1Cc2c(ccc3ccccc23)O1 (stereo not drawn) | 1 | -1 | -4 | 2 | 7 | -1 | -13 | -11 | i
Cn1cc(Br)c(C(=O)NNC(=O)Nc2ccccc2C(F)(F)F)n1 | 2 | -8 | -8 | 2 | 5 | -6 | 9 | 4 | i
COc1cc(OC)cc(C(=O)Nc2ccc(Nc3ccccc3)cc2)c1 | -1 | -1 | 33 | 2 | 12 | -2 | 4 | -5 | i
Cn1c(SCC(=O)NNC(=S)Nc2ccccc2)nnc1-c1ccccc1 | 2 | 1 | -3 | 2 | 8 | 2 | -9 | 7 | i
Cc1nc2nc[nH]n2c(=O)c1CCC(C)C | 4 | -4 | -5 | -6 | 5 | -7 | 3 | 2 | i
C=C1N(c2ccc(Cl)cc2)C(=O)OC1(C)C | 2 | -6 | -3 | -1 | -6 | -3 | 11 | -9 | i
COc1ccc(-c2ccc3oc(-c4ccc(OC)cc4)c(C#CC4(O)CCCCC4)c3c2)cc1 | -1 | -4 | 38 | 10 | 8 | -2 | -8 | -66 | nt
O=C(N/C(=C\c1ccccc1)C(=O)N1CCCCCC1)c1ccccc1 | -1 | 0 | -3 | -2 | 2 | -7 | 10 | 13 | i
O=C(NNC(=O)c1ccc2ccccc2c1)c1ccc(Cl)cc1 | 0 | 1 | -2 | 5 | -1 | 1 | 8 | 13 | i
COc1ccc(CC(=O)OCC(=O)Nc2ccc(Br)cc2)cc1 | -1 | 6 | 5 | 2 | 7 | -6 | -2 | 12 | i
Cc1ccc(CNC(=S)N(C)C)cc1 | -1 | 3 | -4 | -1 | -10 | -5 | -6 | -139 | i
O=C(CSc1nnc2n1CCCCC2)NCc1ccccc1 | 3 | -3 | -6 | 5 | -1 | -2 | 6 | -6 | i
CCN(CC)C(=O)c1cn(C)c(=O)c2cc(OC)c(OC)cc12 | 2 | -2 | -7 | 5 | -15 | -3 | 6 | 4 | i
O=C(CCl)N(c1ccc(Cl)cc1)c1c[nH]c2ccccc12 | -3 | 6 | 17 | -20 | -6 | -9 | -6 | 5 | i
CCc1noc(C)c1C(=O)Nc1nnc(CC(C)C)s1 | 1 | 10 | -6 | -8 | -4 | 0 | -2 | 4 | i
O=C(Cc1ccc(Cl)c(Cl)c1)Nc1cccnc1 | -3 | -3 | 4 | 4 | 14 | -4 | 9 | -5 | i
CC(C)(C)n1nnnc1C(c1ccccc1)N1CCN(c2ncccc2C(F)(F)F)CC1 (stereo not drawn) | nt | 9&4 | 19&28 | 2&-13 | 3&31 | 3&0 | 3&-7 | nt | i
COc1ccccc1Cn1c(=S)[nH]c2cc(C(=O)N3CCCC(C)C3)ccc2c1=O (stereo not drawn) | 0 | -9 | 6 | -1 | -1 | -2 | 0 | -61 | i
COC(=O)c1ccc(OCCOc2ccc(C(=O)OC)cc2)cc1 | 2 | -8 | -4 | 0 | -13 | -4 | 2 | 3 | i
Cc1ccccc1C(=O)Nc1ccc(S(=O)(=O)Nc2onc(C)c2C)cc1 | -3 | -10 | -13 | 6 | -5 | -10 | 3 | 15 | i
COc1cc(OC)c(C2N(c3ccccn3)C(=O)C3CCCN32)cc1OC (stereo not drawn) | 1 | -10 | -7 | -3 | -6 | -5 | -3 | 3 | i
CCOC(=O)c1cccc(NC(=O)CNS(=O)(=O)c2cccs2)c1 | -2 | 3 | 1 | -3 | 9 | 2 | -9 | -9 | i
Cc1ccc2c(c1)[C@H]1[C@H](CO2)[C@H](c2ccccc2)[C@]2(C)C(=O)Nc3cc(F)ccc3C(=O)N12 | -3 | 8 | 54* | -23 | 27 | -2 | 3 | -3 | i
Cc1cc(C)c(S(=O)(=O)Nc2ccc(-c3cn4ccccc4n3)cc2)c(C)c1 | -2 | -1 | 12 | 3 | 20 | -3 | -4 | 5 | i
CC(C)(C)Cc1c(C2CCCCC2)nc2ccc(Cl)cn12 | 1 | -9 | 15 | -4 | 2 | -4 | -8 | -16 | i
COc1ccc(-c2nc3c([nH]2)c(=O)n(C)c(=O)n3C)c(OC)c1 | 2 | -5 | -4 | 3 | 8 | -6 | -10 | 2 | nt
O=C(Nc1nonc1-c1ccc(Cl)cc1)c1ccco1 | 1 | 5 | -5 | -4 | 4 | -2 | 4 | 6 | i
CC(NC(=O)C1(c2cccs2)CCOCC1)c1ccccc1 (stereo not drawn) | -1 | -4 | -4 | 2 | -4 | -1 | -1 | 1 | i
Cc1ccc(/C=N/Nc2nncc(-c3ccccc3)n2)o1 | -4 | -3 | -3 | 0 | 12 | -18 | -3 | -5 | i
COc1cccc(OC)c1C(=O)Oc1ccc2c(c1)O/C(=C\c1ccncc1)C2=O | -2 | -1 | -16 | -27 | 3 | -3 | -12 | -8 | i
COc1ccc(-c2cc(OC)c3ccccc3n2)cc1 | 0 | -19 | 16 | -3 | 8 | -5 | -2 | 1 | nt
O=C(NCc1ccncc1)c1nc(-c2ccc(C(F)(F)F)cc2)no1 | -1 | -5 | -7 | -2 | 14 | -3 | -9 | -6 | i
CCc1nnc(NC(=O)CCC(=O)Nc2ccc(C)cc2)s1 | 1 | 2 | -4 | -1 | 24 | 0 | -2 | -2 | i
Cc1cc(NC(=O)CSc2nc3ccccc3c(=O)n2CCCC(=O)NCc2ccccc2)n[nH]1 | -1 | -4 | -8 | -7 | -12 | -12 | 6 | -7 | i
COc1ccccc1NS(=O)(=O)c1ccc(C(=O)N2CCCC(C)C2)cc1 (stereo not drawn) | 3 | -11 | 4 | 3 | 2 | -4 | 9 | -6 | i
CC(Sc1nnc(-c2ccccc2)c(-c2ccccc2)n1)C(=O)NCC1CCCO1 (stereo not drawn) | 2 | 5 | -9 | -2 | 3 | -9 | 4 | -5 | i
CN(C)N1C(N)=C(C#N)C(c2cccnc2)C2=C1CC(C)(C)CC2=O (stereo not drawn) | -3 | -1 | -8 | -3 | 11 | -4 | -11 | 10 | i
c1ccc(Cn2nnc3c(N4CCC5(CC4)OCCO5)ncnc32)cc1 | -3 | -10 | -12 | -5 | -8 | -12 | 9 | -12 | i
O=C(O)c1ccc(NC(=O)c2cn(-c3ccccc3)nc2-c2ccc(Br)cc2)cc1 | -1 | 0 | 8 | 7 | 2 | -1 | 11 | 13 | i
COc1ccc(NC(=O)COC(=O)c2ccc3c(c2)OCCO3)cc1 | -2 | -7 | 4 | 2 | -1 | -3 | -7 | -39 | i
Cc1ccc(C)c(C(=O)NC2CC(C)(C)NC(C)(C)C2)c1 | 1 | -9 | -6 | -4 | 2 | -3 | -3 | 1 | i
CCOC(=O)c1cc(C(=O)OCC)c2ccccn2c1=O | -6 | -7 | 1 | -5 | -13 | -6 | -2 | 3 | nt
Cc1ccc(S(=O)(=O)N2[C@@H](c3ccccc3F)C(C(=O)O)=CC[C@H]2c2ccc(Cl)cc2)cc1 | -3 | 9 | 6 | 0 | 12 | 0 | -10 | 0 | i
CC(Cc1ccco1)NC(=O)c1ccc(C(F)(F)F)cc1 (stereo not drawn) | -2 | -8 | 1 | 2 | 0 | 0 | -4 | 9 | i
CCC(=O)Nc1ccc2c(c1)nc(CCN1CCC(C)CC1)n2C | 1 | 1 | -4 | 1 | -1 | -1 | -8 | 10 | i
CC1=C(C)CC(C(=O)c2ccc(C)cc2)C(C(=O)O)C1 (stereo not drawn) | -1 | -7 | -9 | -2 | -15 | -6 | -1 | -11 | i
COc1cccc(/C=N/NC(=O)c2nnn(-c3nonc3N)c2CN(C)c2ccccc2)c1 | -2 | -10 | 17 | 3 | -13 | -9 | -8 | -1 | i
Cc1cccc(C)c1NC1=NC(=S)N(c2ccc(C(=O)O)cc2)C12CCCCC2 | 1 | 4 | -1 | -1 | -5 | -2 | -5 | -67 | i
O=C(c1ccc(Cl)c(S(=O)(=O)N2CCCC2)c1)N1CCN(c2ccccn2)CC1 | -3 | 5 | -6 | 18 | 2 | 1 | -9 | 5 | i
NC(=O)C(c1ncc(C(F)(F)F)cc1Cl)c1c(Cl)cccc1Cl (stereo not drawn) | 2 | -10 | -4 | -8 | 16 | -5 | 3 | 2 | i
Cc1ccc2nc(SCC(=O)N(C)C3CCS(=O)(=O)C3)[nH]c2c1 (stereo not drawn) | 3 | -7 | -6 | 0 | -3 | -1 | 3 | -42 | i
C=CCN(c1ccccc1C(=O)O)S(=O)(=O)/C=C/c1ccccc1 | 0 | -2 | 1 | 1 | -3 | -2 | -14 | 20 | i
COc1cccc(Oc2c(C)oc3c(CN4CCCC4)c(O)ccc3c2=O)c1 | 1 | -3 | -6 | -4 | -11 | -11 | 9 | 1 | nt
CSCCC(NC(=O)/C(=C\c1ccc(Cl)cc1)NC(=O)c1ccccc1)C(=O)O (stereo not drawn) | -4 | -5 | -5 | 2 | 6 | -4 | 5 | 8 | i
CCOC(=O)c1cnc2ccccc2c1Nc1ccc2c(c1)OCCO2 | 0 | -1 | 15 | -3 | 8 | -9 | -2 | 3 | i

# 5 entries picked at random from the list so far, as already listed:
SMILES | Rin1 Abl inh | eLon inh | FAS TE block | MT1-MMP act inh | SKN-1 inh | bovine MsrA act | NRP1-CendR mod | PABP1 MLLE inh | Neddylation inh
CC1=C(C)CC(C(=O)c2ccc(C)cc2)C(C(=O)O)C1 (stereo not drawn) | -1 | -7 | -9 | -2 | -15 | -6 | -1 | -11 | i
Cc1ccc2nc(SCC(=O)N(C)C3CCS(=O)(=O)C3)[nH]c2c1 (stereo not drawn) | 3 | -7 | -6 | 0 | -3 | -1 | 3 | -42 | i
C=CCN(c1ccccc1C(=O)O)S(=O)(=O)/C=C/c1ccccc1 | 0 | -2 | 1 | 1 | -3 | -2 | -14 | 20 | i
COc1cccc(/C=N/NC(=O)c2nnn(-c3nonc3N)c2CN(C)c2ccccc2)c1 | -2 | -10 | 17 | 3 | -13 | -9 | -8 | -1 | i
COc1ccc(-c2cc(OC)c3ccccc3n2)cc1 | 0 | -19 | 16 | -3 | 8 | -5 | -2 | 1 | nt

# 2 compounds from above, reduced to SKN-1 inh and MT1-MMP act inh.
structure	SKN-1 inh	MT1-MMP act inh
Cc1ccc(/C=N/Nc2nncc(-c3ccccc3)n2)o1	12	0
COc1cccc(OC)c1C(=O)Oc1ccc2c(c1)O/C(=C\c1ccncc1)C2=O	3	-27
